Assay outcomes: PubChem, several laboratories
PHOSPHO1 inh: inhibitors of human PHOSPHO1 phosphatase; Q8TCT1; recombinant PHOSPHO1, absorbance phosphatase assay; inhibition, % at 13.3 µM; actives 1.1% (n = 290,000); AID 1565; in the data active = inhibition above about 60%
Target sequence (Q8TCT1 whole entry, looked up): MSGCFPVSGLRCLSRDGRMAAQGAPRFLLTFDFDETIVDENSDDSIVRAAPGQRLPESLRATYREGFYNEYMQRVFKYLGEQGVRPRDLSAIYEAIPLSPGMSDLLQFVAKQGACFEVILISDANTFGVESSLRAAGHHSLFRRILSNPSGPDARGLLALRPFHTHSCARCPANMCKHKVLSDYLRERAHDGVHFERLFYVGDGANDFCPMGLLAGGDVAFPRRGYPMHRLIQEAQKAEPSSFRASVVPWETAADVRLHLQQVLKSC
CRFBP-R2 agonist: CRF-BP/CRF-R2 complex agonism. actives 0.46% (n = 350,000). HEK293 CRF-R2/CRF-BP, calcium dye fluorescence (FLIPR); percent of saturating CRF peptide response. AID 588473. activation, % at 13.2 µM;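 active = activation of at least 50%, plus an integration ratio under a set limit after plate pattern correction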;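 also: plate controls were neutral control wells without compound for no effect and CRF at EC100 for full effect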
M4 PAM: CHRM4 positive allosteric modulation | CHO-K1 hM4/Gqi5, Fluo-8 calcium fluorescence, ACh EC20; 0% = ACh EC20, 100% = maximal ACh | activation, % at 3 µM | actives 0.4% (n = 360,000);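 active = activation above its plate's cutoff, the mean activation of sample wells plus 3 SD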; also: some results filed as inactive read as strong as hits
Target sequence (P08173 whole entry, looked up): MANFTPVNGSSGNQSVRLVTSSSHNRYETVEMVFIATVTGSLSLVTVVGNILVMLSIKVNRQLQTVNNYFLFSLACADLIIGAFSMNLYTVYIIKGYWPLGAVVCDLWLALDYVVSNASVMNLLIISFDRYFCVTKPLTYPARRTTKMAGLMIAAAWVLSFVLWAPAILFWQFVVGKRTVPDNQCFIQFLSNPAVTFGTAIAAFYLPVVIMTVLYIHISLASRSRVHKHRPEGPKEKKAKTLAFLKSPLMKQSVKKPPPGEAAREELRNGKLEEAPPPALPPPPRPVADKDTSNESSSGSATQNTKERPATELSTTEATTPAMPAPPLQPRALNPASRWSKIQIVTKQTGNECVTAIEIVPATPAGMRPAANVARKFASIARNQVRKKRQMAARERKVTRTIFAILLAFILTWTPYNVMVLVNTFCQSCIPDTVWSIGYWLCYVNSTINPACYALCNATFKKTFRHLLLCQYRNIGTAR
MEKK3 PB1 HTS: modulators (inhibitors or enhancers) of MEK5 binding to human MEKK3 PB1 domain | binding response (% of control), % at 10 µM | actives 1.4% (n = 290,000) | bead-based flow cytometry, Alexa488-MEK5 binding to MEKK3; actives lie on both sides; 0 = blocked by unlabeled MEK5, 100 = vehicle | Q99759;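 active = binding response more than 3 SD above or below the average of its plate-row segment, actives on both sides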;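 also: Alexa488 bead fluorescence after subtracting the streptavidin-only scavenger bead signal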
CRFR2-BP antag: CRF-BP/CRF-R2 complex antagonism | HEK293 CRF-R2/CRF-BP, CRF-induced calcium fluorescence | inhibition, % at 11.8 µM | actives 0.59% (n = 350,000);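 active = inhibition of the ligand-induced calcium signal above about 50% at the single tested concentration, limit read from the data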
GalR3 antagonist: blocks the human galanin receptor 3 | inhibition, % at 3 µM | HEK293 GalR3-CNG cAMP membrane potential fluorescence; galR3 body fused to GalR1 C-terminus | O60755 | AID 651719 | actives 0.44% (n = 360,000);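 active = inhibition above the screen-wide average plus 3 SD, cut at about 13% in these data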;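 also: forskolin and galanin both at EC90 stimulate the cells; cAMP rise reported by CNG channel membrane potential dye signal; 0% = forskolin plus galanin with DMSO and 100% = forskolin alone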
Target sequence (O60755 1-299 limits assumed): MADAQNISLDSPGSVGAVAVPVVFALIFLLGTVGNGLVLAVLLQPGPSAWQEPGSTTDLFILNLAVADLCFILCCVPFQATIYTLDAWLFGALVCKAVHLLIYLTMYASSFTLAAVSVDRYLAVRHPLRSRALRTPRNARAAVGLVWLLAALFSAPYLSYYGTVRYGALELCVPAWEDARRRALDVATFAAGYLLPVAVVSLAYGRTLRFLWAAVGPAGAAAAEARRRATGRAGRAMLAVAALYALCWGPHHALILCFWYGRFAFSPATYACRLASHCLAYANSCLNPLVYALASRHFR
IDE inh: cellular human IDE inhibition; actives 0.41% (n = 320,000); P14735; inhibition, % at 5.59 µM; HEK cells, FAbetaB cleavage, fluorescence polarization;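 active = percent inhibition above the average of all tested compounds plus 3 SD, set per screening campaign, cut at about 16% in these data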;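 also: IDE supplied by intact live HEK cells; FP after avidin binding of uncleaved biotin substrate so inhibition keeps polarization high; 0% = DMSO wells and 100% = 60 µM reference IDE inhibitor Ii1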
IDE act: activators of human insulin-degrading enzyme in cells; actives 0.073% (n = 340,000); P14735; HEK cells, FAbeta-B cleavage, fluorescence polarization; 0% vehicle, 100% cell-free pure enzyme wells; activation, % at 5.96 µM;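 active = activation above the mean of all tested compounds plus 3 SD, set per screening campaign, cut at about 17% in these data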
p-CIP stab down: lowers stability of the mouse p/CIP coactivator protein. Q05BA5. F442A p/CIP-EGFP cells, EGFP fluorescence, 16 h. decrease of EGFP signal, % at 10 µM. actives 0.01% (n = 290,000);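 active = EGFP signal decrease of at least 30% at 10 µM or well 3 SD below plate mean, unless failing retest; inactive = the rest, including hits failing retest or dose response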; also: some compounds called inactive have numbers as strong as hits; many of its hits are not listed in these tables
Starred values were filed as active, the others as inactive; x = not tested or not shown.

[1] O=C(NCc1ccco1)C1CCCN1S(=O)(=O)c1ccccc1C(F)(F)F (stereo unspecified)
[2] COc1ccccc1CNC(=O)c1cc(-c2ccccc2C)n(CC2CC(c3cccc([N+](=O)[O-])c3)=NO2)n1 (stereo unspecified)
[3] O=C(O)/C=C/C(=O)NC1CC1
[4] Cc1cc(C)cc(COn2ccnc2)c1
[5] CCOC(=O)C1(Cc2cccc(Cl)c2)CCCN(C(=O)c2cc(CC)on2)C1 (stereo unspecified)
[6] Cc1ccc(-n2ncc3c(SCC(=O)NNC(=O)c4ccco4)ncnc32)cc1
[7] COc1ccc(N(Cc2nnc3n2CCCCC3)C(=O)Nc2ccccc2)cc1
[8] Cc1csc(NC(=O)CSc2nnc(-c3ccoc3C)n2Cc2ccco2)n1
assay / compound | 1 | 2 | 3 | 4 | 5 | 6 | 7 | 8
PHOSPHO1 inh | -1 | x | -13 | -41 | 3 | 12 | -19 | -25
CRFBP-R2 agonist | -0.2 | -0.6 | -2.4 | 0.9 | 1.4 | 0.4 | -1.1 | 16
M4 PAM | 5 | -9 | -4 | 23 | -2 | 1 | 1 | 4
MEKK3 PB1 HTS | 100 | x | 100 | 103 | 100 | 100 | 103 | 104
CRFR2-BP antag | 17 | 10 | -26 | 11 | 6 | -14 | -2 | -5
GalR3 antagonist | -4 | -4 | -3 | -3 | -4 | -1 | -3 | -5
IDE inh | -3 | 6 | 6 | -2 | 9 | -2 | -3 | 5
IDE act | 3 | -10 | -3 | -1 | 4 | -3 | 1 | 8
p-CIP stab down | 6 | x | 4 | -6 | -12 | -1 | 8 | -9

[9] CC(C)Oc1ccc(C(=O)NCCCNC(=O)c2ccccn2)cc1
[10] CCc1c(O)nc(SCC(=O)Nc2ccccc2)n(-c2ccccc2C)c1=O
[11] COc1cc(SC#N)ccc1N=Cc1c(C)[nH]n(-c2cccc3ccccc23)c1=O
[12] Cc1ccc(N(CC(=O)NCc2ccncc2)S(C)(=O)=O)cc1
[13] CC(=O)NC(CCS(C)(=O)=O)C(=O)Nc1ccc(C)c(F)c1 (stereo unspecified)
[14] COc1ccccc1N1CCN(C(=O)CN2C(=O)c3ccccc3C2=O)CC1
[15] COc1cc(OC)cc(-c2nnc(Nc3nc4c(F)cccc4s3)o2)c1
[16] CCCCN(C)C(=O)c1ccc(CS(=O)(=O)c2ccccc2C)o1
assay / compound | 9 | 10 | 11 | 12 | 13 | 14 | 15 | 16
PHOSPHO1 inh | 30 | x | 7 | -35 | 42 | 13 | 1 | -12
CRFBP-R2 agonist | -0.5 | -3.3 | 0.7 | 2.7 | 5.8 | -3.5 | 1.3 | 0.5
M4 PAM | 7 | 11 | x | 6 | 3 | 5 | 7 | 18*
MEKK3 PB1 HTS | 100 | x | 99 | 98 | 86 | 104 | 80 | 104
CRFR2-BP antag | -3 | 8 | -4 | 13 | 9 | -3 | 39 | 3
GalR3 antagonist | -8 | -4 | x | -1 | 1 | -3 | -7 | -2
IDE inh | 2 | x | 9 | 2 | 0 | 1 | -2 | 5
IDE act | -1 | x | x | -6 | 4 | 0 | -6 | -3
p-CIP stab down | -10 | x | 5 | -2 | 2 | -16 | -8 | -8

Ten entries out of the list, ordered by molar mass, smallest number first.
[4] Cc1cc(C)cc(COn2ccnc2)c1
[13] CC(=O)NC(CCS(C)(=O)=O)C(=O)Nc1ccc(C)c(F)c1 (stereo unspecified)
[12] Cc1ccc(N(CC(=O)NCc2ccncc2)S(C)(=O)=O)cc1
[9] CC(C)Oc1ccc(C(=O)NCCCNC(=O)c2ccccn2)cc1
[15] COc1cc(OC)cc(-c2nnc(Nc3nc4c(F)cccc4s3)o2)c1
[14] COc1ccccc1N1CCN(C(=O)CN2C(=O)c3ccccc3C2=O)CC1
[7] COc1ccc(N(Cc2nnc3n2CCCCC3)C(=O)Nc2ccccc2)cc1
[6] Cc1ccc(-n2ncc3c(SCC(=O)NNC(=O)c4ccco4)ncnc32)cc1
[11] COc1cc(SC#N)ccc1N=Cc1c(C)[nH]n(-c2cccc3ccccc23)c1=O
[8] Cc1csc(NC(=O)CSc2nnc(-c3ccoc3C)n2Cc2ccco2)n1
assay / compound | 4 | 13 | 12 | 9 | 15 | 14 | 7 | 6 | 11 | 8
PHOSPHO1 inh | -41 | 42 | -35 | 30 | 1 | 13 | -19 | 12 | 7 | -25
CRFBP-R2 agonist | 0.9 | 5.8 | 2.7 | -0.5 | 1.3 | -3.5 | -1.1 | 0.4 | 0.7 | 16
M4 PAM | 23 | 3 | 6 | 7 | 7 | 5 | 1 | 1 | x | 4
MEKK3 PB1 HTS | 103 | 86 | 98 | 100 | 80 | 104 | 103 | 100 | 99 | 104
CRFR2-BP antag | 11 | 9 | 13 | -3 | 39 | -3 | -2 | -14 | -4 | -5
GalR3 antagonist | -3 | 1 | -1 | -8 | -7 | -3 | -3 | -1 | x | -5
IDE inh | -2 | 0 | 2 | 2 | -2 | 1 | -3 | -2 | 9 | 5
IDE act | -1 | 4 | -6 | -1 | -6 | 0 | 1 | -3 | x | 8
p-CIP stab down | -6 | 2 | -2 | -10 | -8 | -16 | 8 | -1 | 5 | -9

The results go on:
[17] O=C(NCC1CCCO1)c1ccc(NC(=O)c2cc(F)c(F)cc2Cl)cc1 (stereo unspecified)
[18] NC(=O)C1CCN(C(=O)CN2C(=O)c3ccccc3S2(=O)=O)CC1
[19] COc1ccc(NC(=O)C2CCCN2C(=O)Nc2ccccc2)cc1OC (stereo unspecified)
[20] O=C(OCc1ccccc1C(F)(F)F)c1cc([N+](=O)[O-])ccc1N1CCOCC1
[21] CCOc1cc(CN2CCC(N3CCC(C(=O)NC4CC4)CC3)CC2)ccc1O
[22] Cc1ccc(C)c(OCC(=O)NCCNC(=O)COc2cc(C)ccc2C)c1
[23] Cc1ccc(-n2nnnc2Sc2ccc(S(=O)(=O)NCCN(C)C)cc2[N+](=O)[O-])cc1
[24] Cc1ccc(S(=O)(=O)Nc2cccc(C(=O)N3CCC(C(N)=O)CC3)c2)cc1
assay / compound | 17 | 18 | 19 | 20 | 21 | 22 | 23 | 24
PHOSPHO1 inh | 4 | 29 | 23 | 14 | x | 14 | 6 | x
CRFBP-R2 agonist | -0.5 | 0.3 | -1.1 | 2.4 | 19 | 0.1 | 7.9 | 1.9
M4 PAM | -5 | 5 | -10 | 2 | 4 | -9 | -18 | 4
MEKK3 PB1 HTS | 107 | 101 | 96 | 102 | x | 112 | 106 | x
CRFR2-BP antag | -9 | -12 | 8 | -6 | 2 | 3 | -30 | -2
GalR3 antagonist | -8 | -6 | -2 | -3 | -6 | -1 | -3 | 2
IDE inh | -2 | -1 | 2 | 4 | x | 0 | 0 | 5
IDE act | -1 | 5 | 3 | 4 | x | 11 | 4 | 2
p-CIP stab down | -2 | -10 | 2 | -2 | x | -3 | -2 | x

[25] CC(C)NC(=O)NC(=O)CSc1nncs1
[26] Cc1c(OCc2nn[nH]n2)ccc2c(-c3ccccc3)cc(=O)oc12
[27] NC(=O)C1CCN(C(=O)/C(=C/c2ccccc2)NC(=O)c2ccccc2)CC1
[28] Cc1cccc(N2CC(C(=O)Nc3ccc(S(=O)(=O)N4CCCCC4)cc3)CC2=O)c1C (stereo unspecified)
[29] CSc1ccccc1NC(=O)COc1ccc(Cl)cc1
[30] Cc1ccc(S(=O)(=O)N(C)c2nonc2C)cc1
[31] C#CCNC(=O)C1=C[C@H](c2ccc(Br)cc2)C[C@H](OCc2ccc(CO)cc2)O1
[32] Cc1cc(Nc2ccccc2C(=O)O)n(-c2cccc(Cl)c2)n1
assay / compound | 25 | 26 | 27 | 28 | 29 | 30 | 31 | 32
PHOSPHO1 inh | 32 | 20 | 36 | 23 | 1 | -16 | 28 | -10
CRFBP-R2 agonist | -2.6 | -0.9 | -0.9 | 0.5 | -0.8 | -0.3 | 0.1 | -2.1
M4 PAM | -1 | 2 | -2 | 1 | 13 | 5 | 11 | -4
MEKK3 PB1 HTS | 96 | 86 | 108 | 104 | 104 | 98 | 93 | 100
CRFR2-BP antag | 21 | 10 | 11 | 1 | -18 | 20 | -2 | 10
GalR3 antagonist | -3 | 9 | -10 | -7 | -5 | -6 | 1 | 0
IDE inh | -2 | -4 | x | 5 | 10 | 4 | -6 | -2
IDE act | 0 | -2 | 1 | 3 | -1 | 2 | 2 | -1
p-CIP stab down | -16 | 0 | 6 | -8 | -2 | 6 | -10 | -7

[33] CCc1ccccc1NC(=O)CNC(=O)c1cccc(S(=O)(=O)N2CCN(Cc3ccccc3)CC2)c1
[34] COc1ccnc(Nc2ccc(C)c(C)c2)c1C#N
[35] COc1ccc(C(CNC(=O)COc2ccccc2-c2ccccc2)N2CCOCC2)cc1 (stereo unspecified)
[36] COC(=O)CN(C)C(=O)c1ccc2nc(Cc3cccc(Cl)c3)oc2c1
[37] COc1cccc2cc(C(=O)N3C(C)CCCC3C)c(=O)oc12 (stereo unspecified)
[38] CC1CCC(NC(=O)c2cccc(S(=O)(=O)N3CCN(c4ccc(F)cc4)CC3)c2)CC1 (stereo unspecified)
[39] O=C(Nc1ccc(OC(F)(F)F)cc1)C1CCCN(S(=O)(=O)c2cnc[nH]2)C1 (stereo unspecified)
[40] O=C(CCn1c(=S)[nH]c2ccccc2c1=O)N1CCCCC1
assay / compound | 33 | 34 | 35 | 36 | 37 | 38 | 39 | 40
PHOSPHO1 inh | x | -11 | 23 | 3 | 1 | x | 26 | 17
CRFBP-R2 agonist | -2.6 | 3.4 | 0.6 | -0.1 | 5.2 | 5.9 | -1.1 | -0.1
M4 PAM | -4 | -2 | -7 | -7 | -3 | -3 | 9 | -5
MEKK3 PB1 HTS | x | 99 | 105 | 108 | 94 | x | 98 | 100
CRFR2-BP antag | 6 | -13 | 2 | -9 | 13 | -30 | -11 | 1
GalR3 antagonist | 2 | -3 | 1 | -4 | -4 | -5 | x | 2
IDE inh | 4 | -3 | -2 | 1 | -2 | 6 | -2 | -2
IDE act | 2 | -1 | 4 | 4 | 2 | 4 | 1 | 4
p-CIP stab down | x | -6 | -8 | -10 | -3 | x | 8 | -36

[41] O=C(O)c1nn(Cc2nc3ccccc3o2)c(=O)c2ccccc12
[42] CCOc1ccc(C(=O)Nc2nnc(NC(=S)Nc3ccccc3)s2)cc1
[43] O=C(Cc1ccccc1[N+](=O)[O-])Nc1ccc2c(c1)OCCO2
[44] COCc1nnc(NC(=O)c2ccccc2Oc2ccccc2)s1
[45] Cc1ccc(Cl)cc1NC(=O)C(NS(=O)(=O)c1cccs1)c1ccccc1 (stereo unspecified)
[46] Cn1c(=O)[nH]c2c(nc(-c3ccc(Cl)cc3)n2C)c1=O
[47] CN(C)C(=O)CSc1nc2ccccc2c(=O)[nH]1
[48] Cc1oc(-c2ccc(Cl)cc2)cc1C(=O)O
assay / compound | 41 | 42 | 43 | 44 | 45 | 46 | 47 | 48
PHOSPHO1 inh | 30 | 20 | 11 | 6 | 26 | 19 | 12 | 18
CRFBP-R2 agonist | -0.2 | -0.5 | 0.5 | -2.2 | -0.4 | -1.0 | 0.2 | -0.6
M4 PAM | -1 | 3 | -1 | 4 | 2 | -1 | -2 | -7
MEKK3 PB1 HTS | 105 | 95 | 98 | 97 | 104 | 101 | 113 | 97
CRFR2-BP antag | -25 | -34 | 23 | -18 | -17 | 6 | 4 | 6
GalR3 antagonist | -3 | -3 | -4 | -4 | -6 | -11 | -1 | -5
IDE inh | -2 | 4 | 0 | -3 | -3 | 2 | -1 | -1
IDE act | 1 | 3 | 3 | -3 | -1 | 1 | 4 | 0
p-CIP stab down | 5 | -1 | -16 | -8 | -13 | -2 | 10 | -2
